Compound activity deposited in PubChem BioAssay by Broad Institute.
SIRT5 block: sirtuin-5 (human) deacylase inhibition; Q9NXA8; Purified SirT5, succinyl-peptide AMC, trypsin-coupled fluorescence; inhibition, % at 15 µM; 330,000 compounds, 1.1% hits; AID 652115; in the data active = inhibition above about 15%; inconclusive = no clear call, values can overlap the other calls
Target sequence (Q9NXA8 whole entry, looked up): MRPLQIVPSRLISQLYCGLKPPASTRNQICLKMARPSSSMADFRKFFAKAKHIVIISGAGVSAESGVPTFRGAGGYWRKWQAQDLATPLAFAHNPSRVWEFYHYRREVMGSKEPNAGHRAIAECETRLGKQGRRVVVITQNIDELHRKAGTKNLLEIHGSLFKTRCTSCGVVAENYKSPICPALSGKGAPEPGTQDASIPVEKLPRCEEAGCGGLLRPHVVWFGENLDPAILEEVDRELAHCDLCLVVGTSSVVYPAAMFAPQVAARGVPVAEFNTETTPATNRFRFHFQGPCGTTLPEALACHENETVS
ERp5 block: ERp5 (human) disulfide isomerase inhibition; Q15084; ERp5 insulin aggregation, absorbance 650 nm, 90 min; inhibition, % at 9.99 µM; 350,000 compounds, 0.05% hits; AID 651711;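 active = mean replicate inhibition above about 25%, with every replicate also reaching it, limit read from the data, passing the limit was not always enough; inconclusive = only one of those two criteria met; inactive = neither criterion met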
Target sequence (Q15084 whole entry, looked up): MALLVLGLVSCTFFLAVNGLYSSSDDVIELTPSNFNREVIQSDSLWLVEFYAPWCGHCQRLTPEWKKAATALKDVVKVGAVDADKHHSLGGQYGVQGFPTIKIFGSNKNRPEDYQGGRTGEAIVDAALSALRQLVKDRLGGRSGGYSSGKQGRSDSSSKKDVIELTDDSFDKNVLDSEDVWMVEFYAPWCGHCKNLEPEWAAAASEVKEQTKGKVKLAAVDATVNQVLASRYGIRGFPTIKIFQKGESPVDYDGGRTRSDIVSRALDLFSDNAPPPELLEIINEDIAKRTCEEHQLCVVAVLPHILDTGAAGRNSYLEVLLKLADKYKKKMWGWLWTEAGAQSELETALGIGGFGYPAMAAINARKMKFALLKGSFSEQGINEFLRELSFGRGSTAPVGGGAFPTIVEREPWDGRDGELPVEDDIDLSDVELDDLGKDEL
Cneo AK release: Cryptococcus neoformans lysis via adenylate kinase release; lysis activity, % at 15 µM; C. neoformans lysis, adenylate kinase release luminescence, 4 h; normalised: neutral wells 0, clomiphene wells 100; 360,000 compounds, 0.2% hits;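 active = mean lysis activity across replicates of at least 80%, whatever share of replicates individually reach that level; inactive = mean lysis activity below 80%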
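Material: C. neoformans cells; Schedule: 4 h static compound exposure, 37 °C, read 1 h post-reagent; Measured by: adenylate kinase release luminescence; Read-out: signal increase indicating cell lysis; Controls: Clomiphene as positive lysis control.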
miR-122 sensor: blocks miR-122 activity in Huh7 sensor cells. Huh7 miR-122 Renilla luciferase sensor, 48 h; neutral wells = 0, positive control = 100. activation (reporter increase), % at 12.5 µM. 340,000 compounds, 0.3% hits;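 active = mean replicate activation score at least 90 and every replicate individually at or above 90; inconclusive = only one of the two criteria met; inactive = neither criterion met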;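 also: higher luciferase means less miR-122 activity so hits act as miR-122 inhibitors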
Statin myotox sup: protects C2C12 myotubes from simvastatin toxicity. ATP luminescence, 48 h; scaled: DMSO 0, geranylgeraniol control 100. rescue of ATP level, % at 7.49 µM. 330,000 compounds, 0.78% hits;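 active = mean ATP rescue above about 67%, or every replicate alone reaching that limit, limit read from the data, passing the limit was not always enough; inconclusive = no clear call, values can overlap the other calls; inactive = mean under the limit and some replicate under it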;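 also: myotubes were challenged with 10 µM simvastatin during compound exposure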
ARNT TACC3 PPI: disrupts binding between human ARNT and TACC3; Q9Y6A5; AlphaScreen His-ARNT PAS-B/GST-TACC3 binding, luminescence; TACC3 fragment carries E629A point mutation; inhibition, % at 9.99 µM; 390,000 compounds, 0.66% hits; AID 623870;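 active = mean inhibition of replicates at least 50% and at least half of replicates each reaching 50%; inconclusive = half or more replicates reach 50% but mean below 50%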;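 also: 0% = complete ARNT plus TACC3 wells and 100% = ARNT alone without TACC3; many hits fall short of the cut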
esBAF inh: blocks esBAF chromatin remodeling in mouse ES cells. Bmi1-luciferase knock-in reporter, 24 h; 100% = twice the neutral-well signal. reporter increase, % at 12.5 µM. 350,000 compounds, 2% hits; in the data active = activation above about 40%; inconclusive = no clear call, values can overlap the other calls;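 also: 0% = median of the plate's neutral control wells and 100% = double that signal; a rise in the Bmi1 reporter signal indicates esBAF inhibition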
The depositor's hits bear a star; ? = inconclusive; nt = not tested or not shown; & = joins results of further samples; [ ] = another dose, or the depositor's remark.

SMILES	SIRT5 block	ERp5 block	Cneo AK release	miR-122 sensor	Statin myotox sup	ARNT TACC3 PPI	esBAF inh
COc1ccc(OC)c(NC(=O)CSc2ncccn2)c1	nt	nt	0	7	18	4	0
C[C@@H]1CN([C@@H](C)CO)C(=O)c2cc(NC(=O)C3CCCCC3)ccc2O[C@@H]1CN(C)CC1CC1	-7	-8	-1	-4[16.7 µM]	-2	-11	0
O=S(=O)(c1ccccc1)N1CCN(Cc2nnc(-c3ccccc3)o2)CC1	nt	-8	16	2	0	nt	-7
Cc1cccc(C2c3[nH]c4ccccc4c3CCN2C(=O)c2cc(C(C)C)nc(N)n2)n1 (configuration not stated)	-3	-3	nt	nt	nt	5	nt
c1ccc(Oc2cccc3cccnc23)nc1	-3	-3	nt	-9	4	-15	4
C[C@H](CO)N1C[C@H](C)[C@H](CN(C)S(=O)(=O)c2ccccc2)Oc2ccc(NC(=O)C3CCCCC3)cc2CC1=O	1	-1	15	-2[16.7 µM]	-27	0	-7
COc1ccc(-c2cc(C(F)(F)F)nc(-n3cc(Br)cn3)n2)cc1	nt	nt	1	-2	nt	-3	nt
O=C(O)CN1C(=O)/C(=C/c2ccccc2Br)Oc2ccccc21	-3	1	-4	nt	5	-3	2
Cn1c(=O)c2c(SCC(=O)Nc3nccs3)nc(C3CC3)nc2n(C)c1=O	-4	-11	-1	-22	3	-3	8
COc1ccc(/C=N/NC(=O)c2c(C)nnn2-c2nonc2N)cc1OC	-3	3	nt	10	nt	-6	nt
CC1CCc2c(sc(NC(=O)COC(=O)c3ccc(O)cc3)c2C#N)C1 (configuration not stated)	2	-11	1	-1	4	3	1
Cn1ncc(Cl)c1C(=O)N1CCN(c2ccc(F)cc2)CC1	1	1	2	-3	3	2	7
O=C(NCC1CCCO1)c1ccc([N+](=O)[O-])s1 (configuration not stated)	3	-3	nt	1	10	-6	4
Cc1ccc(-n2nc(C)c3c(C)c(CCC(=O)Nc4ccc(CN5CCCC5)cc4)c(C)nc32)cc1	3	4	nt	-1	14	42	-8
COc1ccc(NC(=S)NC(=O)C2CCC2)cc1	9	0	36	nt	-26	-2	47*
O=C(COc1ccccc1[N+](=O)[O-])N/N=C/c1ccncc1	-4	-2	-1	7	3	-5	-4
Cc1ccc(C)c(S(=O)(=O)N2CCN(C(=O)Nc3ccccc3)CC2)c1	-1	8	-14	-3	8	3	-6
O=S(=O)(NCc1cccs1)NCc1ccccc1F	-1	4	0	36	-1	nt	2
CO[C@@H]1CN(C)C(=O)c2cc(NS(=O)(=O)c3ccccc3C)ccc2OC[C@H](C)NC[C@H]1C	-2	0	-1	1[16.7 µM]	13	0	-1
CCOc1ccccc1N(CC(=O)NC1CCCCC1)S(C)(=O)=O	nt	nt	0	-3	4	-2	1
Nc1ccn(CC(=O)NCc2ccccc2)c(=O)n1	-5	-4	-4	nt	-5	-1	-1
C[C@@H](NC(=O)C[C@@H]1C=C[C@@H](NC(=O)CN2CCOCC2)[C@H](CO)O1)c1ccccc1	8	11	14	nt	8	2	-2
CC(C)CC#Cc1ccc2c(c1)O[C@@H](CN(C)C(=O)Cc1ccccn1)[C@@H](C)CN([C@H](C)CO)S2(=O)=O	-1	2	-2	-1[16.7 µM]	11	-4	0
COc1ccc(C2CCCCCN2C(=O)C2CCN(S(=O)(=O)c3ccc(C)cc3)CC2)cc1 (configuration not stated)	nt	2	0	-10	6	nt	8
CC1CC(C)CN(C(=O)C2CCCN(S(=O)(=O)c3cnc[nH]3)C2)C1 (configuration not stated)	-6	5	-4	0	-7	1	-9

Exported as labelled records: entries from further up.
SMILES: Cc1ccc(C)c(S(=O)(=O)N2CCN(C(=O)Nc3ccccc3)CC2)c1
  SIRT5 block: -1	ERp5 block: 8	Cneo AK release: -14	miR-122 sensor: -3	Statin myotox sup: 8	ARNT TACC3 PPI: 3	esBAF inh: -6
SMILES: O=S(=O)(NCc1cccs1)NCc1ccccc1F
  SIRT5 block: -1	ERp5 block: 4	Cneo AK release: 0	miR-122 sensor: 36	Statin myotox sup: -1	ARNT TACC3 PPI: nt	esBAF inh: 2
SMILES: CO[C@@H]1CN(C)C(=O)c2cc(NS(=O)(=O)c3ccccc3C)ccc2OC[C@H](C)NC[C@H]1C
  SIRT5 block: -2	ERp5 block: 0	Cneo AK release: -1	miR-122 sensor: 1[16.7 µM]	Statin myotox sup: 13	ARNT TACC3 PPI: 0	esBAF inh: -1

Remaining list, next part:
SMILES	SIRT5 block	ERp5 block	Cneo AK release	miR-122 sensor	Statin myotox sup	ARNT TACC3 PPI	esBAF inh
CN1CCN(c2ncnc3c2ncn3[C@H]2CN(Cc3ccc(Cl)cc3)C[C@@H](CO)O2)CC1	nt	9	0	-5	0	nt	-3
CCOC(=O)CNC(=O)CSc1nc2cccnc2n1Cc1ccccc1	nt	nt	0	1	-6	-1	6
Cc1ccc(/C=C/C(=O)N2CCCC(C)C2)cc1 (configuration not stated)	2	0	0	-4	nt	-3	nt
COc1ccc(-c2ccc(=O)n(CC(=O)NCC3COCCO3)n2)cc1 (configuration not stated)	-2	6	nt	nt	nt	-3	nt
CC(C)C1Oc2ccccc2N(CC(=O)N2CCOCC2)C1=O (configuration not stated)	-1	-4	9	nt	-2	-4	3
CCOC(=O)C(=CNNc1ccccc1)C(=O)OCC	2	-1	4	10	6	0	-6
C[C@@H]1CN([C@@H](C)CO)C(=O)c2cc(NS(=O)(=O)c3ccc(F)cc3)ccc2O[C@@H]1CN(C)CC1CCCCC1	-2	0	-13	1[16.7 µM]	-16	-4	0
CCOc1ccc(C2NC(=O)NC(C)=C2C(=O)OC)cc1C (configuration not stated)	nt	nt	-10	1	37	-3	-2
O=C1C(Cc2ccccc2)Nc2ncnc(N3CCOCC3)c2N1Cc1ccc(Br)cc1 (configuration not stated)	1	0	3&2	-2	19&17	-9	-9&6
O=C1NCCCCC1NS(=O)(=O)c1ccc(Cl)cc1 (configuration not stated)	-1	1	2	-4	1	1	-6
CC(Nc1ccc(Cl)cc1)c1cc(Cl)ccc1O (configuration not stated)	nt	nt	-3	-1	?	-4	-1
COc1cc(/C=C2\COC/C(=C\c3ccc(O)c(OC)c3)C2=O)ccc1O	0	-1	1	5	nt	-4	nt
CCOc1ccccc1NC(=O)Nc1ccc(Br)cn1	-1	-1	-1	-10	nt	-7	nt
O=C1CCCC2=C1C1c3ccccc3C(=O)N1c1ccc(C(=O)c3ccccc3)cc1N2 (configuration not stated)	-6	0	6	nt	9	6	0
Cc1c(C(=O)N2CCc3ccccc3C2)oc2ccc(S(=O)(=O)N3CC(C)CC(C)C3)cc12 (configuration not stated)	2	-1	nt	nt	nt	8	nt
O=C(NCCOc1ccc(Cl)cc1)c1ccc2ccccc2n1	4	-1	nt	nt	nt	5	nt
Cc1nc2ccccc2n1CC(O)Cn1c2ccccc2c2ccccc21 (configuration not stated)	-3	2	-3	0	3	1	-10
C[C@H]1CN([C@@H](C)CO)S(=O)(=O)c2ccc(-c3cncnc3)cc2O[C@@H]1CN(C)Cc1ccccn1	-2	2	-9	-2[16.7 µM]	-21	-3	0
CCOc1cc(/C=N\Nc2ncc(F)c(N3CCOCC3)n2)ccc1Oc1nc(Cl)ncc1F	-3	3	nt	nt	nt	2	nt
C[C@@H]1CN([C@H](C)CO)C(=O)c2cc(NS(=O)(=O)c3ccc(Cl)cc3)ccc2O[C@@H](C)CCCCO[C@@H]1CN(C)C(=O)CCCN(C)C	-4	-4	-2	-2[16.7 µM]	nt	-2	2
Cn1c(=O)oc2cc(S(=O)(=O)NCc3ccco3)ccc21	-2	10	1	8	-4	-7	-8
O=C1CCCN1CCCNCCCn1cnc2c(OCc3ccccc3)ncnc21	-4	11	10	-1	1	-2	-3
CN1C(=O)c2cc(NC(=O)c3cccs3)ccc2OC[C@@H]2O[C@H](CC(=O)N3CCCCC3)CC[C@@H]21	3	0	-3	7[16.7 µM]	-13	-2	-5
CSc1nnc2n(-c3ccc(C)cc3)c(=O)c3c4c(sc3n12)COC(C(C)C)C4 (configuration not stated)	nt	-3	-3	-5	1	-10	-1
CC(NC(=O)COC(=O)CSCc1ccccc1)c1ccccc1 (configuration not stated)	-6	-5	nt	nt	nt	-7	nt
(list continues)
SMILES	SIRT5 block	ERp5 block	Cneo AK release	miR-122 sensor	Statin myotox sup	ARNT TACC3 PPI	esBAF inh
O=C(C[C@@H]1CC[C@H]2[C@@H](COC[C@@H](O)CN2Cc2ccc(Cl)cc2)O1)NCCc1ccccc1	-1	-1	-2	-7[16.7 µM]	27	-2	3
CCC(C)(C)NC(=O)C(c1cccn1C)N(C(=O)Cn1nnc2ccccc21)c1ccc(OC)cc1OC (configuration not stated)	nt	nt	-2	92*	12	-8	1
Cc1nn(Cc2ccccc2)c(C)c1NC(=O)CCCn1nc([N+](=O)[O-])c(Cl)c1C	nt	nt	-3	-4	nt	-5	nt
C[C@@H]1CN([C@@H](C)CO)C(=O)c2cc(NS(=O)(=O)c3cn(C)cn3)ccc2O[C@@H](C)CCCCO[C@@H]1CN(C)S(=O)(=O)c1cn(C)cn1	0	-10	-1	6[16.7 µM]	nt	-22	-5
CCOc1ccc2c(c1)c(C(C)=O)c(C)n2-c1ccccc1	nt	nt	2	6	-15	-7	0
CCSc1nnc(N(CCC#N)CCC#N)s1	nt	nt	0	-1	-6	-9	-10
Cc1ccc(NC(=O)C2=NNC(=O)CC2)cc1F	-5	-4	nt	nt	nt	4	nt
Cc1ccc(S(=O)(=O)N[C@H]2C=C[C@@H](CC(=O)NCCN3CCCCC3)O[C@@H]2CO)cc1	14	-1	3	-8[16.7 µM]	6	-1	1
CCN1CCN(Cc2ccc(NC(=O)c3ccc(C)c(NC(=O)c4ccnnc4)c3)cc2C(F)(F)F)CC1	-3	5	-2	nt	2	nt	-1
O=C1NC(=S)NC1=Cc1ccccc1O	3	3	-1	0	-2	13	11
O=c1c2[nH]cnc2n(-c2cccc(F)c2)c(=O)n1Cc1ccccc1	-1	0	0	0	18	-8	-13
COCC(=O)N(C)C[C@H]1Oc2cc(C#CCC(C)C)ccc2S(=O)(=O)N([C@@H](C)CO)C[C@H]1C	-3	5	-2	-18[16.7 µM]	1	-8	-3
Cc1ccc(O)c(Nc2ncnc3ccccc23)c1	3	3	-4	7	3	-2	3
C[C@H]1CN([C@@H](C)CO)C(=O)c2cccc(NS(=O)(=O)c3cn(C)cn3)c2O[C@H]1CN(C)CC1CCCCC1	-2	-1	-11	4[16.7 µM]	-27	36	1
COc1ccc(C#Cc2cnc3c(c2)C(=O)N([C@H](C)CO)C[C@H](C)[C@H](CN(C)C(=O)CC2CC2)O3)cc1	8	2	-3	18[16.7 µM]	8	4	-11
C[C@@H]1CN([C@@H](C)CO)C(=O)c2cccc(NS(=O)(=O)c3cn(C)cn3)c2O[C@H]1CN(C)C(=O)Nc1cccc2ccccc12	29*	-3	-1	-2[16.7 µM]	-15	3	-3
Cc1cc(N)n(-c2ccc(C(=O)O)cc2)n1	2	4	1	-5	-8	nt	-7
O=C(Nc1ccon1)c1nc[nH]c1C(=O)N1CCc2ccccc2C1	nt	5	-4	0	-6	5	-12
Cc1ccc(S(=O)(=O)Nc2nc(C)c(C(=O)N/N=C/c3ccccc3)s2)cc1	nt	-3	-3	8	-5	1	-5
COc1ccc(NC(=O)CN(C)C(=O)c2cccc3ccccc23)cc1	-2	0	-1	1	-8	1	nt
O=C(N/N=C/c1cccc([N+](=O)[O-])c1)c1cc[n+](CCO)cc1	-2	6	-2	-1	-8	23	0
CN(CC(=O)Nc1ccccc1Br)C(=O)CCc1ccccc1	9	0	-4	-2	-7	1	-8
Cc1ccc(S(=O)(=O)CCC(=O)N(CCCN2CCOCC2)c2nc3ccccc3s2)cc1	4	1	-1	-4	-17	-4	15
Cc1ccc2c(c1)N(CCCC(=O)NCC1COc3ccccc3O1)C(=O)CO2 (configuration not stated)	nt	nt	1	-3	40	-2	-7
CC(=O)c1ccc(N2CCN(C(=O)Cn3cnc(S(=O)(=O)N4CCCCC4)c3)CC2)cc1	-2	0	1	-1	98*	18	14

Hits appear at their usual frequency. About 4% of those tested had a hit in this group.
